PRMT1 inh: PRMT1 methyltransferase inhibitors, primary screen, biochemical, fluorescence polarization; inhibition, % at 2.79 µM; actives 1.3% (n = 370,000); recombinant PRMT1, activity-based probe fluorescence polarization; Protein arginine N-methyltransferase 1 (Homo sapiens), Q99873; AID 652257, 2013;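 active = inhibition above about 21% made by adding two undisclosed values, limit read from the data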
Target sequence (Q99873 whole entry, looked up): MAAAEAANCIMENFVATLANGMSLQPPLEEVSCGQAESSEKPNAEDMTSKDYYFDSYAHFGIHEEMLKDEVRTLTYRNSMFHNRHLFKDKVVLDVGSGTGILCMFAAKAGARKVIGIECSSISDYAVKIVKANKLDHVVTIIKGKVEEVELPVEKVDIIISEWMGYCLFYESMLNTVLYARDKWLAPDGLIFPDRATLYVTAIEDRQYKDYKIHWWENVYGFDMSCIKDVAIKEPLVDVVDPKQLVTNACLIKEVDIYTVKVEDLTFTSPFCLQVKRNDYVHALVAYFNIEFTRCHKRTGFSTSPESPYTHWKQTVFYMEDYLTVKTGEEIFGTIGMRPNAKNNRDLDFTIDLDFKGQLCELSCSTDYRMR
TCR-CD3 inh: inhibitors of human TCR-CD3 interaction, primary screen, biochemical, fluorescence, TAMRA-labeled TCR probe. AID 651800, 2012. T-cell receptor (TCR). actives 0.37% (n = 360,000). inhibition, % at 9.4 µM; in the data active = inhibition above about 19%;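 also: recombinant mutant TCR 2C K166C tagged with TAMRA read by polarization; 0% = receptor in buffer alone and 100% = receptor with positive control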
SIAE primary: human SIAE inhibitors, primary screen, biochemical, fluorescence polarization, FP-Rh probe, 1536-well HTS | Sialate O-acetylesterase (Homo sapiens), Q9HAT2 | SIAE FP-Rh probe binding | inhibition, % at 9.66 µM | actives 0.69% (n = 370,000);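 active = inhibition above a cutoff: mean of compounds within the control limits plus 3 SD of those, cut at about 17% in these data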;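 also: 0% = plate median of compound wells and 100% = probe without SIAE protein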
LEDGF integ inh: blockers of LEDGF/p75-dependent integrase strand transfer – biochemical, TR-FRET, high throughput, primary screen. HIV-1 integrase (with human LEDGF/p75). TR-FRET IN-LEDGF/p75 DNA integration, Eu/Cy5. inhibition, % at 3.7 µM. actives 0.64% (n = 370,000);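 active = inhibition above the screen-wide mean plus 3 SD, cut at about 13% in these data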;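 also: signal is the Cy5 over europium emission ratio at 671 and 618 nm; 0% = plate median of compound wells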
HTRA1 inhibitor: HTRA1 serine protease inhibitors, primary screen, biochemical, fluorescence polarization, HTS; AID 504803, 2011; Q92743; recombinant HTRA1, FP-rhodamine activity-based probe; inhibition, % at 5.96 µM; actives 0.5% (n = 340,000); in the data active = inhibition above about 36%;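 also: 0% = enzyme with DMSO and 100% = wells lacking enzyme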
rCAG RNA binder: binders of r(CAG) RNA repeats, primary screen, biochemical, fluorescence. r(CAG) RNA repeat, TO-PRO-1 dye displacement fluorescence. inhibition, % at 3 µM. actives 1.3% (n = 370,000). AID 651821, 2012;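 active = inhibition above the plate cutoff, the mean of all test compounds on that plate plus 3 SD, cut at about 35% in these data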;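 also: 0% = DMSO alone and 100% = 100 µM mitoxantrone as full dye displacement; higher means more dye released from RNA so lower well fluorescence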
ABHD4 inh: ABHD4 inhibitors, primary screen, biochemical, fluorescence polarization, mouse; (Lyso)-N-acylphosphatidylethanolamine lipase (Mus musculus), Q8VD66; purified mABHD4, FP-Rh probe fluorescence polarization; inhibition, % at 8.92 µM; actives 0.54% (n = 370,000); AID 720543, 2013;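 active = inhibition exceeding the mean over every tested compound plus 3 SD, cut at about 30% in these data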;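 also: 0% = plate median of compound wells and 100% = S159A mutant with DMSO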
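Test system: mABHD4 protein; Read-out basis: % inhibition; Incubation: 45 min + 60 min at 25 °C; Repeats: single replicate; Technique: fluorescence polarization with parallel and perpendicular emission, 525/598 nm; Compound: 8.92 µM, single dose; Benchmarks: full inhibition S159A mutant plus DMSO, zero as sample-well median.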
TDP2 absorb: human TDP2 enzyme inhibitors, primary screen, biochemical, epi absorbance, recombinant enzyme; inhibition, % at 12.8 µM; T5PNP hydrolysis, p-nitrophenol absorbance 415 nm; actives 0.34% (n = 370,000); AID 720702, 2013; Tyrosyl-DNA phosphodiesterase 2 (Homo sapiens), O95551;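 active = inhibition above the mean of all tested compounds plus 3 SD, set per campaign, cut at about 25% in these data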;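 also: 0% = DMSO with enzyme and 100% = buffer with substrate but no TDP2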
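Test system: human TDP2 enzyme; Input: 120 nM TDP2 per well; Buffer or medium: Mg2+-containing Tris-HCl buffer, pH 7.5; Reagent: 5 mM T5PNP; Dosing: 12.8 µM single point, 1% DMSO; Incubation: reaction 2 h, 37 °C; Detection: p-Nitrophenol epi absorbance; Read-out: % inhibition relative to enzyme-containing and enzyme-free wells; Replicates: single well per compound.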
MBD2 inh: inhibitors of MBD2 binding to methylated DNA, primary screen, biochemical, TR-FRET, DNA-binding domain, human | Methyl-CpG-binding domain protein 2 (Homo sapiens), Q9UBB5 | MBD2 binding to methylated oligonucleotide | inhibition, % at 4.4 µM | actives 0.31% (n = 370,000) | AID 686964, 2013; in the data active = inhibition above about 13%
Target sequence (Q9UBB5 whole entry, looked up, the tested form may be a part): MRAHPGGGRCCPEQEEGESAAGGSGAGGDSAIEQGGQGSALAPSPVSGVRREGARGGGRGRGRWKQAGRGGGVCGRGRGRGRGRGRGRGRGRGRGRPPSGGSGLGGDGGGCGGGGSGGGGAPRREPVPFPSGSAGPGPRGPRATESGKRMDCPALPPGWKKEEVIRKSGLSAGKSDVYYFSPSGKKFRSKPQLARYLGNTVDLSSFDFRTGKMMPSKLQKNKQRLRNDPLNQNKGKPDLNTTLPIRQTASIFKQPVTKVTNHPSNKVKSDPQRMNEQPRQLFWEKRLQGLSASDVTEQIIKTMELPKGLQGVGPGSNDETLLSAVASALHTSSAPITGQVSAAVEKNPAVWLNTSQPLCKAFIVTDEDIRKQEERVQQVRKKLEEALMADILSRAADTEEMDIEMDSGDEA
GC-B act: human GC-B receptor activators, primary screen, HEK293 GC-B cells, cGMP TR-FRET, EC30 CNP; 0% at EC30 CNP, 100% saturating CNP; activation, % at 10 µM; AID 1920062, 2024; Atrial natriuretic peptide receptor 2 (Homo sapiens), P20594; actives 0.11% (n = 370,000);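 active = activation at 10 µM reaching about 35% in either raw or pattern-adjusted values, limit read from the data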
* hit, by the source's call. This is a subset, so the mix of outcomes need not match the whole.

Cc1ccc(C(=O)N/C(=C/C=C\c2ccccc2)C(=O)NCc2ccco2)cc1 was read as PRMT1 inh 0, TCR-CD3 inh -4, SIAE primary -2, LEDGF integ inh 2, HTRA1 inhibitor -16, rCAG RNA binder 2, ABHD4 inh -5, TDP2 absorb -5, MBD2 inh -4 and GC-B act 3.
CN(CC(=O)NC1CCCC1)S(=O)(=O)c1cccc(Cl)c1 was read as PRMT1 inh -5, TCR-CD3 inh 3, SIAE primary 0, LEDGF integ inh -1, HTRA1 inhibitor 7, rCAG RNA binder 1, ABHD4 inh 1, TDP2 absorb 6, MBD2 inh 1 and GC-B act 6.
For COc1cc([N+](=O)[O-])ccc1NC(=O)Nn1cnnc1 the results were PRMT1 inh -4, TCR-CD3 inh 2, SIAE primary -1, LEDGF integ inh 1, HTRA1 inhibitor 6, rCAG RNA binder 1, ABHD4 inh -3, TDP2 absorb -3, MBD2 inh 2 and GC-B act 2.
CCCN(CCC)S(=O)(=O)c1ccc(C(=O)NNc2nc(-c3ccccc3)c3cc(Br)ccc3n2)cc1 was read as PRMT1 inh -3, TCR-CD3 inh -2, SIAE primary -19, LEDGF integ inh 4, HTRA1 inhibitor -16, rCAG RNA binder 22, ABHD4 inh -16, TDP2 absorb 11, MBD2 inh 3 and GC-B act 4.
Screening CCOC(=O)c1ccc(/C=N/O)[n+](Cc2ccccc2)c1 returned PRMT1 inh -5, TCR-CD3 inh -9, SIAE primary 6, LEDGF integ inh -1, HTRA1 inhibitor 4, rCAG RNA binder 2, ABHD4 inh 1, TDP2 absorb -8, MBD2 inh -7 and GC-B act -1.
For COC(=O)CN(c1ccc(OC)cc1)S(=O)(=O)c1c(C)noc1C the results were PRMT1 inh -1, TCR-CD3 inh 2, SIAE primary -3, LEDGF integ inh 1, HTRA1 inhibitor 0, rCAG RNA binder -4, ABHD4 inh 9, TDP2 absorb -13, MBD2 inh 3 and GC-B act 1.
Screening Cc1ccc2nc(CSc3nnc(-c4ccco4)o3)cc(=O)n2c1 returned PRMT1 inh 6, TCR-CD3 inh 4, SIAE primary 6, LEDGF integ inh 0, HTRA1 inhibitor 2, rCAG RNA binder 6, ABHD4 inh 5, TDP2 absorb 6, MBD2 inh -1 and GC-B act 3.
`Cc1ccc(S(=O)(=O)N2CCN(C(=O)CN3CCOCC3)C2c2ccccc2)cc1` (stereo unspecified) gave PRMT1 inh 1, TCR-CD3 inh 3, SIAE primary 0, LEDGF integ inh 2, HTRA1 inhibitor 5, rCAG RNA binder 0, ABHD4 inh -9, TDP2 absorb 1, MBD2 inh -2 and GC-B act -5.
Cc1ccc(S(=O)(=O)N2CCCCC2)cc1NC(=O)CCNC(=O)c1ccccc1 was read as PRMT1 inh 7, TCR-CD3 inh -9, SIAE primary 1, LEDGF integ inh -4, HTRA1 inhibitor -1, rCAG RNA binder 7, ABHD4 inh -9, TDP2 absorb -15, MBD2 inh 0 and GC-B act -2.
`Cc1ccc(CSc2nc(N)cc(=O)[nH]2)cc1` gave PRMT1 inh 1, TCR-CD3 inh -3, SIAE primary -8, LEDGF integ inh 2, HTRA1 inhibitor -9, rCAG RNA binder -3, ABHD4 inh -2, TDP2 absorb -7, MBD2 inh 0 and GC-B act -2.
For CC1(C)CNC(=O)c2sc(NC(=O)c3ccccc3Cl)nc2C1 the results were PRMT1 inh 0, TCR-CD3 inh -5, SIAE primary -3, LEDGF integ inh -6, HTRA1 inhibitor 3, rCAG RNA binder -1, ABHD4 inh 3, TDP2 absorb -4, MBD2 inh 5 and GC-B act 2.
Screening O=C(CCC(=O)N(c1ccc(F)cc1)C(C(=O)NC1CCCC1)c1ccncc1)Nc1cccnc1 (stereo unspecified) returned PRMT1 inh -1, TCR-CD3 inh -2, SIAE primary -3, LEDGF integ inh -2, HTRA1 inhibitor 2, rCAG RNA binder -2, ABHD4 inh 6, TDP2 absorb 1, MBD2 inh 0 and GC-B act -1.
For O=C(COC(=O)c1ccccc1Nc1ccc(SC(F)F)cc1)NC1CC1 the results were PRMT1 inh 1, TCR-CD3 inh 6, SIAE primary 6, LEDGF integ inh 0, HTRA1 inhibitor -12, rCAG RNA binder 1, ABHD4 inh -14, TDP2 absorb 5, MBD2 inh -8 and GC-B act -3.
O=C(N/N=C/C=C/c1ccco1)c1cccs1 was read as PRMT1 inh 17, TCR-CD3 inh 1, SIAE primary 13, LEDGF integ inh 10, HTRA1 inhibitor 6, rCAG RNA binder 22, ABHD4 inh 15, TDP2 absorb 4, MBD2 inh -2 and GC-B act -6.
`O=C(Nc1ccccn1)C1CCN(S(=O)(=O)c2ccc3ccccc3c2)CC1` gave PRMT1 inh -1, TCR-CD3 inh 1, SIAE primary -4, LEDGF integ inh -4, HTRA1 inhibitor -14, rCAG RNA binder -3, ABHD4 inh -2, TDP2 absorb 9, MBD2 inh 4 and GC-B act -10.
`CC1(c2ccccc2)CCC(=O)NC1` (stereo unspecified) gave PRMT1 inh -6, TCR-CD3 inh -4, SIAE primary -1, LEDGF integ inh 3, HTRA1 inhibitor 3, rCAG RNA binder 1, ABHD4 inh -9, TDP2 absorb -11, MBD2 inh 0 and GC-B act 2.
For Cc1ccc(C(=O)NCC(=O)OCC(=O)NC2CCS(=O)(=O)C2)cc1C (stereo unspecified) the results were PRMT1 inh 3, TCR-CD3 inh -2, SIAE primary -1, LEDGF integ inh -3, HTRA1 inhibitor 3, rCAG RNA binder 2, ABHD4 inh -6, TDP2 absorb -1, MBD2 inh 3 and GC-B act 9.
`O=C(NCc1cc2ccccc2[nH]1)C1CCC(=O)N(CC2CCCCC2)C1` (stereo unspecified) gave PRMT1 inh -4, TCR-CD3 inh 6, SIAE primary 2, LEDGF integ inh 1, HTRA1 inhibitor -9, rCAG RNA binder 11, ABHD4 inh 18, TDP2 absorb -5, MBD2 inh -7 and GC-B act -5.
Screening Cc1cc(CNC[C@H]2O[C@@H](n3ccc(N)nc3=O)[C@H](O)[C@@H]2O)no1 returned PRMT1 inh 2, TCR-CD3 inh -2, SIAE primary -1, LEDGF integ inh -2, HTRA1 inhibitor -4, rCAG RNA binder 2, ABHD4 inh 3, TDP2 absorb 7, MBD2 inh 0 and GC-B act 2.
`COc1ccccc1N1CCN(C(c2ccc(N(C)C)cc2)c2nnnn2CCc2ccccc2)CC1` (stereo unspecified) gave PRMT1 inh -1, TCR-CD3 inh 9, SIAE primary 11, LEDGF integ inh -1, HTRA1 inhibitor -7, rCAG RNA binder -5, ABHD4 inh -1, TDP2 absorb 0, MBD2 inh -1 and GC-B act 11.
CC(=O)Nc1cccc(C(=O)OCC(=O)Nc2c(C)nn(-c3ccccc3)c2C)c1 was read as PRMT1 inh 2, TCR-CD3 inh -1, SIAE primary -6, LEDGF integ inh -3, HTRA1 inhibitor 3, rCAG RNA binder -4, ABHD4 inh -7, TDP2 absorb -11, MBD2 inh 1 and GC-B act 3.
Screening c1ccc(C2CCC(N3CCNCC3)CC2)cc1 (stereo unspecified) returned PRMT1 inh 1, TCR-CD3 inh -5, SIAE primary 1, LEDGF integ inh 2, HTRA1 inhibitor 3, rCAG RNA binder 1, ABHD4 inh 5, TDP2 absorb -12, MBD2 inh 2 and GC-B act 1.
For Cc1cccc(NC(=O)C2CCN(S(=O)(=O)c3ccc4c(c3)NC(=O)CO4)CC2)c1 the results were PRMT1 inh -5, TCR-CD3 inh 1, SIAE primary -2, LEDGF integ inh 3, HTRA1 inhibitor -7, rCAG RNA binder 2, ABHD4 inh -3, TDP2 absorb 1, MBD2 inh -5 and GC-B act -8.
For Cc1onc(-c2ccccc2)c1C(=O)Nc1nc2c(s1)C(=O)CC(C)(C)C2 the results were PRMT1 inh -1, TCR-CD3 inh 9, SIAE primary 6, LEDGF integ inh -3, HTRA1 inhibitor -5, rCAG RNA binder 9, ABHD4 inh -2, TDP2 absorb 2, MBD2 inh 2 and GC-B act -6.
`CCCN(CC(=O)Nc1ccccc1C)C(=O)c1ccc(C(=O)c2ccccc2)cc1` gave PRMT1 inh 2, TCR-CD3 inh 5, SIAE primary 2, LEDGF integ inh 5, HTRA1 inhibitor -4, rCAG RNA binder -4, ABHD4 inh -4, TDP2 absorb -4, MBD2 inh -7 and GC-B act -4.
For COc1ccc(N(CC(=O)N2CCN(c3ccccc3)CC2)S(=O)(=O)c2ccc(C)cc2)cc1 the results were PRMT1 inh 4, TCR-CD3 inh 6, SIAE primary 1, LEDGF integ inh -1, HTRA1 inhibitor 0, rCAG RNA binder 0, ABHD4 inh -4, TDP2 absorb -10, MBD2 inh 5 and GC-B act 3.
CCCC1(c2ccccc2)NC(=O)N(CC(=O)Nc2ccccc2C(F)(F)F)C1=O (stereo unspecified) was read as PRMT1 inh -6, TCR-CD3 inh 12, SIAE primary -8, LEDGF integ inh -3, HTRA1 inhibitor 0, rCAG RNA binder -1, ABHD4 inh -3, TDP2 absorb -12, MBD2 inh -5 and GC-B act 3.
For CCN(Cc1ccncc1)C(=O)c1ccco1 the results were PRMT1 inh 0, TCR-CD3 inh 6, SIAE primary -5, LEDGF integ inh 2, HTRA1 inhibitor -2, rCAG RNA binder 0, ABHD4 inh 5, TDP2 absorb 7, MBD2 inh -3 and GC-B act 1.
CC(=O)OCC(=O)[C@@]1(O)CC[C@H]2[C@@H]3CCC4=CC(=O)C=C[C@]4(C)[C@@]3(Cl)[C@@H](Cl)C[C@@]21C was read as PRMT1 inh 3, TCR-CD3 inh 6, SIAE primary -1, LEDGF integ inh -2, HTRA1 inhibitor -1, rCAG RNA binder 1, ABHD4 inh -3, TDP2 absorb 3, MBD2 inh 0 and GC-B act -3.

Compounds from the list above containing an NH in an aromatic ring, in the order listed:
`Cc1ccc(CSc2nc(N)cc(=O)[nH]2)cc1` gave PRMT1 inh 1, TCR-CD3 inh -3, SIAE primary -8, LEDGF integ inh 2, HTRA1 inhibitor -9, rCAG RNA binder -3, ABHD4 inh -2, TDP2 absorb -7, MBD2 inh 0 and GC-B act -2.
`O=C(NCc1cc2ccccc2[nH]1)C1CCC(=O)N(CC2CCCCC2)C1` (stereo unspecified) gave PRMT1 inh -4, TCR-CD3 inh 6, SIAE primary 2, LEDGF integ inh 1, HTRA1 inhibitor -9, rCAG RNA binder 11, ABHD4 inh 18, TDP2 absorb -5, MBD2 inh -7 and GC-B act -5.

Screening data as filed in PubChem BioAssay.
